KB-3-1 cytotox: KB-3-1 parental cell cytotoxicity; actives 1.4% (n = 400,000); Potency, µM (titrated, usually from 46.1 µM), for the others: top-dose activity change, negative = cytotoxic, hits mostly cytotoxic; KB-3-1 viability, CellTiter-Glo ATP luminescence, 72 h; AID 1347075; further: on the % scale 0 is the no-effect control and ±100 the full control effect; nearly all actives have a fitted effect of over 60% in size
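Cytotoxicity in the drug-sensitive parental line KB-3-1 was scored as loss of CellTiter-Glo luminescence following 72 h incubation with compound. Values come from curve fitting of normalized concentration-response data.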
HT1080 IDH1KD tx: HT-1080 IDH1 knockdown cell toxicity (counter line); HT-1080 IDH1 knockdown viability, ATP luminescence, 48 h; actives 2% (n = 360,000); AID 686971; Potency, µM (top dose mostly 46.1 µM), for inactives: at the highest dose activity, negative = toxicity, usual class: cytotoxic;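 further: 0% = DMSO wells and -100% = cell-free medium wells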
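In this qHTS, HT-1080 cells depleted of IDH1 are exposed for 48 h at 37 °C to compound titrations. Toxicity is scored from CellTiter-Glo luminescence, with DMSO as full viability and medium alone as none.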
SW480 rereplic: DNA re-replication induction in SW480 cells | Potency, µM (titrated, usually from 46.1 µM), for the others: at the top dose re-replication activation, usual class: activators | actives 1.8% (n = 340,000) | AID 624297 | SW480 DNA re-replication, Hoechst DNA content imaging, 48 h; further: % of control where 0% means no effect; nearly all actives have a fitted effect of over 55% in size
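Readout is total intensity of Hoechst-stained nuclei, excited at 405 nm and collected at 500-530 nm. Compound treatment lasted 48 hr at 37 C in 5% CO2 before staining.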
GLP1R inv ag: inverse agonists of human GLP-1 receptor; AID 624417; Potency, µM (doses to about 38.3 µM), for inactives: at the top dose activity change, negative = inhibition, actives largely listed as inhibitors; actives 1.6% (n = 410,000); HEK293 GLP-1R CRE-luciferase, luminescence, 24 h; GLP-1R form is constitutively active; P43220; further: on the % scale 0 is the no-effect control and ±100 the full control effect; nearly all actives have a fitted effect of over 55% in size
Target sequence (P43220 whole entry, looked up): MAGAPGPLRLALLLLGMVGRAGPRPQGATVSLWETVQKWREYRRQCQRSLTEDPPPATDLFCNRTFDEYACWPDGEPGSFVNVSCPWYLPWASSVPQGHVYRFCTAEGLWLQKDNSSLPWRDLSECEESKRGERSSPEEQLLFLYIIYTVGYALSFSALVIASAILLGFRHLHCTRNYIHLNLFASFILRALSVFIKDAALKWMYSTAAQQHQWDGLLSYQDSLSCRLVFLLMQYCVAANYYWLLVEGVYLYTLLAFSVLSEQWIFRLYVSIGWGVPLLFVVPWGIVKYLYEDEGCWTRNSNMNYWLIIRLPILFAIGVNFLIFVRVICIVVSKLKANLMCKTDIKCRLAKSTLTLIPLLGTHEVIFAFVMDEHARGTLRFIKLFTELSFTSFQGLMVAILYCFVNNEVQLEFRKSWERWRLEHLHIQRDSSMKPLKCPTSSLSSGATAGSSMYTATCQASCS
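Seeding at 200 cells/uL, 12 h culture, 24 hr compound treatment, then luciferase reagent and a luminescence read; cells are HEK293 stably expressing a constitutively active GLP-1R plus cAMP-responsive luciferase.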
TDP-43 yeast inh: TDP-43 toxicity inhibition in yeast; actives 1.8% (n = 410,000); TDP-43 expressing yeast growth rescue, BacTiter-Glo, 24 h; Potency, µM (series often up to 46.1 µM), without a hit: at the highest dose growth rescue (activation), usual class: activators; further: % of control where 0% means no effect; nearly all actives have a fitted effect of over 50% in size
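Readout is BacTiter-Glo luminescence of cell growth, so inhibitors register as activators. TDP-43-expressing yeast at OD600=0.02 in galactose medium, after raffinose pregrowth to mid-log, were incubated with compound for 24 hr at 30 deg C.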
KB-V1 cytotox: KB-V1 MDR subline cytotoxicity. actives 3.4% (n = 400,000). KB-V1 MDR cells viability, CellTiter-Glo, 72 h. Potency, µM (series often up to 46.1 µM), without a hit: at the top dose activity change, negative = cytotoxicity, actives largely listed as cytotoxic. AID 1347076; further: on the % scale 0 is the no-effect control and ±100 the full control effect; nearly all actives have a fitted effect of over 60% in size
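qHTS viability screen in drug-selected KB-V1 MDR cells: 72 h compound treatment at 37 degrees C, ATP luminescence end point.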
GLP1R ag: activates the human GLP-1 receptor. P43220. HEK293 GLP-1R CRE-luciferase, luminescence, 4-6 h; cells express a hypersensitive GLP-1R form. Potency, µM (doses to about 45.6 µM), for inactives: at the highest dose activation, actives largely listed as activators. actives 0.007% (n = 380,000). AID 624172; further: % of control where 0% means no effect
HEK293 tox: cytotoxic in the GLP-1 receptor inverse agonist counter-screen | HEK293 cAMP-luciferase reporter cells, luminescence, 24 h | Potency, µM (series often up to 38.3 µM), without a hit: at the top dose activity change, negative = inhibition, most hits filed as inhibitors | actives 0.13% (n = 410,000) | AID 624418;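 further: loss of luciferase light is scored as toxicity; on the % scale 0 is the no-effect control and ±100 the full control effect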
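To flag toxic compounds, the library was rerun on cells for 24 hr at 37 deg C and 5% CO2. Viability-linked luminescence was captured 12 min after adding luciferase detection reagent.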
HT1080NT lethal: kills 2HG-producing HT-1080-NT fibrosarcoma cells; HT-1080-NT fibrosarcoma viability, CellTiter-Glo ATP luminescence, 48 h; Potency, µM (titrated, usually from 46.1 µM), for inactives: at the highest dose activity, negative = less viability, usual class: cytotoxic; actives 1.6% (n = 360,000); AID 686970;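 further: NT is the 2HG producing partner of a matched IDH1 knockdown line; 0% = DMSO-treated cells and -100% = media-only wells without cells; nearly all actives have a fitted effect of over 55% in size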
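Viability by CellTiter-Glo luminescence after 48 h compound exposure at 37C of HT-1080-NT cells (750/well, RPMI, 5% FBS). % activity scaled between DMSO wells and medium-only wells, then curve-fitted and categorized by curve class.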
* hit, by the source's call; ? = inconclusive; . = no result given; [ ] = dose if it differs, or a comment. The call rests on the fitted dose curve; in most records, active means well fitted curve in the direction sought with a large enough effect; inconclusive means small, poorly fitted or top-dose-only effect, or another doubt; inactive means no such curve, though single readings can be large; an effect the other way counts as inactive or inconclusive. Potency means the concentration at half of the fitted maximal effect.

Value order – KB-3-1 cytotox | HT1080 IDH1KD tx | SW480 rereplic | GLP1R inv ag | TDP-43 yeast inh | KB-V1 cytotox | GLP1R ag | HEK293 tox | HT1080NT lethal
- COC(=O)c1ccccc1NS(=O)(=O)c1cn(C)c(=O)n(C)c1=O
 : -1% | 7% | -10% | -1% | 0% | -1% | -2% | 4% | -2%
- Cc1ccc(C2=NN(CCC(=O)NCCCN3CCOCC3)C(=O)CC2)cc1
 : 2% | 6% | -6% | 1% | 9% | 18% | 0% | -6% | 6%
- CCN1CCN(S(=O)(=O)c2cc(C(=O)O)ccc2Cl)CC1
 : 1% | 3% | -6% | ? | -26% | ? | -5% | 5% | 10%
- O=C(COc1ccc(Cl)cc1Cl)NN1C(=O)C2C3C=CC([C@@H]2C1=O)C31CC1 (stereo not given in full)
 : -7% | 3% | -1% | ? | -4% | 10% | 4% | 0% | 0%
- C=CCn1c(CNC(=O)CCC)nc2ccccc21
 : -3% | 0% | 8% | 1% | -32% | 0% | 3% | -5% | -11%
- O=C(Nc1cc(Cl)ccc1-n1cncn1)c1cc(S(=O)(=O)N2CCOCC2)ccc1F
 : -3% | -1% | 3% | 66%[activator] | 0% | -2% | 7% | 4% | 0%
- CC(=O)Nc1ccc(NC(=O)CSc2nnc(-c3cccnc3)o2)cc1
 : 10% | -1% | -7% | 5% | 19% | 7% | -9% | -7% | -1%
- CC(=O)Nc1ccc(NC(=O)CSc2nc3c([nH]c4ccccc43)c(=O)n2-c2ccccc2F)cc1
 : ? | ? | -10% | -1% | -9% | 0% | 3% | 16% | -29%
- C=CCOCCn1[nH]c2ccccc2c1=O
 : 9% | 5% | -19% | 14% | 10% | 0% | 1% | -11% | 6%
- Cc1c(NC(=O)C(C)Oc2cccc(Cl)c2)c(=O)n(-c2ccccc2)n1C (stereo not given)
 : 0% | -2% | -1% | 8% | -1% | -9% | -1% | -6% | -4%
- CCCCCNC(=O)C(c1ccc(C#N)cc1)n1c(=O)c(-c2ccco2)nc2ccccc21 (stereo not given)
 : 0% | -8% | . | 12% | 6% | -21% | . | 11% | -10%
- COc1cnc(-c2ccccc2)[nH]c1=O
 : 5% | -2% | 5% | 3% | -18%[0.397 µM] | 6% | 7% | -1% | 18%
- O=[N+]([O-])c1ccccc1Nc1c2ccccc2nc2ccccc12
 : ? | ? | 21% | -14% | 3% | -6% | 8% | -26% | -27%
- Cc1ccccc1CNC(=O)C1CCC(=O)N(Cc2cccc(F)c2)C1 (stereo not given)
 : 13% | 15% | -11% | 4% | -5% | 0% | -5% | -2% | 7%
- Cc1ocnc1C(=O)Nc1ccc(Cl)cc1
 : 1% | 11% | -7% | 13% | 16% | ? | 0% | -1% | 7%
- Cc1cc(C(=O)N(C)C)sc1-c1ccccc1
 : 0% | 7% | -10%[9.22 µM] | 5% | 11% | 9% | -1% | -15% | ?
- C/C(=N\NC(=O)c1c(Cl)cnn1C)c1ccc(NC(=O)c2ccncc2)cc1
 : -22% | -27% | -1% | -7% | -6% | -2% | 12% | -11% | 1%
- Brc1ccc(NCc2cccc3ccccc23)nc1
 : 0% | -4% | 12% | -19% | ? | 0% | 21% | 0% | -4%
- Cn1c(=O)oc2cc(S(=O)(=O)NCCN3CCc4ccccc4C3)ccc21
 : -9% | -1% | 24% | 1% | -26% | -21% | -1% | -7% | -3%
- COc1ccc2oc(C(=O)NNC(=O)c3ccc(F)cc3)c(C)c2c1
 : 0% | 1% | -11% | 13% | 16% | 4% | -14% | 7% | 7%

Entries above that have a furan ring, fused or not, in the order listed:
Value order – KB-3-1 cytotox | HT1080 IDH1KD tx | SW480 rereplic | GLP1R inv ag | TDP-43 yeast inh | KB-V1 cytotox | GLP1R ag | HEK293 tox | HT1080NT lethal
- CCCCCNC(=O)C(c1ccc(C#N)cc1)n1c(=O)c(-c2ccco2)nc2ccccc21 (stereo not given)
 : 0% | -8% | . | 12% | 6% | -21% | . | 11% | -10%
- COc1ccc2oc(C(=O)NNC(=O)c3ccc(F)cc3)c(C)c2c1
 : 0% | 1% | -11% | 13% | 16% | 4% | -14% | 7% | 7%

Further entries
Value order – KB-3-1 cytotox | HT1080 IDH1KD tx | SW480 rereplic | GLP1R inv ag | TDP-43 yeast inh | KB-V1 cytotox | GLP1R ag | HEK293 tox | HT1080NT lethal
- CCOc1ccc(S(=O)(=O)NCCC(=O)NCC2COc3ccccc3O2)cc1 (stereo not given)
 : -1% | 0% | 8% | -8% | 3% | -3% | 9% | -14% | 5%
- COc1ccc(C(=O)CN2C(=O)COc3ccccc32)cc1
 : 6% | ? | -15% | 2% | -10%[0.397 µM] | ? | 11% | -9% | 15%
- O=P(COCCOCCOCCOCP(=O)(c1ccccc1)c1ccccc1)(c1ccccc1)c1ccccc1
 : -1% | 9% | -28% | 6% | -1% | 16% | 0% | 3% | 4%
- CC(=O)c1ccc(NC(=O)CSc2nc(=O)n(CCN3CCOCC3)c3c2CCC3)cc1
 : 1% | 5% | -8% | 16% | 0% | 1% | -2% | 5% | 4%
- CCOc1ccc(-n2c(SCc3ccc(C(=O)OC)o3)nc3c(c2=O)SCC3)cc1
 : -27% | 8% | 3% | 1% | 26% | ? | -2% | 4% | 24%
- CC1CC(c2ccccc2)NS(=O)(=O)O1 (stereo not given)
 : 10% | 5% | -3% | 8% | -4% | 13% | 3% | -3% | 5%
- Cc1cc(C)c(S(=O)(=O)NCC(c2ccc(N(C)C)cc2)N2CCOCC2)c(C)c1 (stereo not given)
 : 3% | . | . | 3% | 0% | 0% | . | 5% | .
- O=C(Nc1ccnn1C1CCN(Cc2cccc(F)c2F)CC1)C1CCCC1
 : -2% | 0% | -11% | ? | -8% | 0% | 2% | -10% | 4%
- O=C(O)c1ccccc1/C=N/Nc1ccc(S(=O)(=O)N2CCCC2)cc1[N+](=O)[O-]
 : ? | ? | -8% | -11% | -13% | ? | 4% | -44% | 13µM*
- COC(=O)[C@H](Cc1ccccc1)NC(=O)c1ccc2ccccc2n1
 : 3% | -10% | -1% | ? | -19% | -26% | 16% | 14% | 2%
- CCCC(=O)Nc1sc2c(c1C#N)CCCCC2
 : 0% | -8% | -6% | ? | -2% | 0% | 13% | -28% | 0%
- CCOC(=O)C(=O)N(CC)C1CCS(=O)(=O)C1 (stereo not given)
 : -12% | 14% | -14% | 2% | 3% | -4% | 7% | 45%[activator] | 5%
- Cc1cc(OCC(=O)Nc2ccc(N3CCN(C(=O)c4ccco4)CC3)cc2)cc(C)c1Cl
 : 1% | 3% | -3% | -9% | -6% | ? | 0% | -15% | 0%
- O=C(COC(=O)CNC(=O)C1CCCCC1)Nc1ccc2c(c1)OCCO2
 : 1% | -1% | -3% | 1%[0.307 µM] | 17% | 4% | 0% | 6%[0.307 µM] | 3%
- Cn1cc(CN2CCc3c([nH]c4ccccc34)C2C(C)(C)C)cn1 (stereo not given)
 : -5% | -16% | -5% | ? | -12% | -28% | -1% | ? | -25%
- O=C(Nc1cccc(Cl)c1)Nc1ccc2nccnc2c1
 : -6% | -9% | 10% | ? | 25% | 1% | 8% | -25% | -6%
- Cc1cc(C)n(C(=O)c2nn(C)c(C)c2[N+](=O)[O-])n1
 : 8% | 4% | -11% | 8% | 0% | -3% | -14% | -7% | 0%
- O=C(/C=C/Nc1cccc(F)c1)c1ccco1
 : -4% | 11% | 1% | -3% | 28% | -7% | -7% | 3% | 10%
- CC(C)(C)NC(=O)NC(=O)COC(=O)COc1ccc(Cl)cc1Cl
 : 10% | 12% | -6% | 7% | 28% | 3% | -1% | 3% | 19%
- Cc1ccc(OC(=O)c2cc(=O)c3ccccc3o2)cc1
 : -1% | 1% | -1% | -30% | -17% | 0% | 1% | -1%[1.53 µM] | -3%
- COc1ccc(CCN(Cc2nc(-c3ccccc3)no2)Cc2nc(-c3ccccc3)no2)cc1OC
 : ? | 2% | -6% | -3% | 16% | 0% | -4% | -5% | 4%
- Nc1nonc1C(=O)N/N=C\c1cc2c(cc1Cl)OCO2
 : -8% | -3% | -4% | 6% | -4% | 5% | 3% | 1% | -7%
- O=C(CSc1ccc([N+](=O)[O-])cn1)Nc1ccc2[nH]c(=O)[nH]c2c1
 : -4% | -9% | -2% | 6% | 5% | -2% | 17% | -3% | -6%
- COc1cc(OC)cc(C(=O)NCC(=O)NCC(c2ccco2)N2CCCCC2)c1 (stereo not given)
 : -6% | -5% | -5% | 8% | 13% | ? | 10% | 10% | 0%
- CS(=O)(=O)N(CC(=O)Nc1ccccc1C(=O)NCc1ccco1)c1ccc2c(c1)OCCO2
 : ? | ? | ? | 0% | -21% | ? | 1% | -23% | 9%[9.24 µM]
- COc1ccc(C(=O)NCCc2nc3cc([N+](=O)[O-])ccc3n2C)cc1
 : ? | -5% | ? | 8% | -7% | ? | -7% | -7% | 0%
- COc1ccc(/C=N/NC(=O)C2C(=O)NCC2c2ccccc2)c(OC)c1 (stereo not given)
 : 16% | -12% | -294%[inhibitor] | -4% | -12% | 11% | 9% | -7% | -9%
- C[C@H](CO)N1C[C@H](C)[C@@H](CN(C)C(=O)Nc2ccc(F)cc2)Oc2ccc(NS(C)(=O)=O)cc2C1=O
 : 17% | 7% | -71%[inhibitor] | 19% | 15% | -6% | -1% | 4% | 0%
- CC(Nc1nc(-c2ccccc2F)nc2ccccc12)c1ccccc1 (stereo not given)
 : 3% | -4% | 7% | ? | -12% | 2% | 33% | -2% | -16%
- CCN1CCN(C(=O)C2c3cc(OC)c(OC)cc3C(=O)N(C)C2c2ccc(SC)cc2)CC1 (stereo not given)
 : 0% | 0% | -1% | 0% | 10% | 8% | 7% | -8% | -3%
- CC(=O)Nc1ccc2c(O)cc(S(=O)(=O)O)cc2c1
 : 0% | -8% | -6% | 18% | -29% | 4% | 1% | 2% | -2%
- CCOC(=O)C1=C(COC(=O)/C=C/c2ccco2)NC(=O)NC1C (stereo not given)
 : -1% | 0% | ? | 76%[activator] | -10% | 5% | 9% | 5% | 1%

Bioassay records (PubChem)

The order is random, and some 9.4% of all compounds hit somewhere here.
